Assay outcomes from PubChem BioAssay.
OXTR potentiate – potentiates the human oxytocin receptor response; P30559; activation, % at 3 µM; CHO-OTR cells, Fluo-8 calcium fluorescence, potentiator mode; 0% = oxytocin EC15, 100% = EC100; AID 2445; hit rate 0.061% among 320,000;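 active means activation above that plate's cutoff, the mean activation of tested compounds plus 3 SD, cut at about 6.6% in these data, passing the limit was not always enough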;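 further: 100% uses oxytocin at 75 nM as the full agonist control; some results filed as inactive read as strong as hits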
Target sequence (P30559 whole entry, looked up): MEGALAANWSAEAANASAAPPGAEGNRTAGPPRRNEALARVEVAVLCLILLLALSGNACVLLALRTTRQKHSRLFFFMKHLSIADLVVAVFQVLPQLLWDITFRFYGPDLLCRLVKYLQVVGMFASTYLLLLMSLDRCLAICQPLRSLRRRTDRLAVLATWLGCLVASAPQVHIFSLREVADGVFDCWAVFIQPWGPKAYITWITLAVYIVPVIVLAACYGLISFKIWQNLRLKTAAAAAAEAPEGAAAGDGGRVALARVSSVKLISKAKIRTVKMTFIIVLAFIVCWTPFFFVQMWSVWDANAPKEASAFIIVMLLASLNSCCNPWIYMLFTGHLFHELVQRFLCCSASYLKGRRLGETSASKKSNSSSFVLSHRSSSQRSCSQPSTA
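Measured by – Fluo-8 calcium dye fluorescence · Test system – human OTR in CHO cells · Dosing – one concentration, 3.0 µM compound · Controls – EC15 oxytocin alone as 0%, 75 nM oxytocin as 100% · Evaluation – normalized max/min fluorescence ratio, % activation · Timing – 6 min pre-incubation, 100 s read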
CHO-K1 Ca antag – M1 antagonist counterscreen hit in parental CHO-K1 cells | AID 602250 | inhibition, % at 3 µM | ATP-induced calcium, Fluo-8 fluorescence | hit rate 0.6% among 360,000;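 active means inhibition above a per-plate cutoff, the plate's mean sample inhibition plus 3 SD, cut at about 24% in these data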;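 further: 0% = DMSO plus EC80 ATP and 100% = DMSO alone without ATP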
TAAR1 agonist – agonists of human TAAR1. Q96RJ0. hit rate 0.99% among 360,000. activation, % at 3 µM. CHO RD-HGA16 TAAR1, Fluo-8 calcium fluorescence; vehicle wells 0%, saturating PEA agonist 100%;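 active means activation above the mean activation of all test compounds in the run plus 3 SD, cut at about 38% in these data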
Target sequence (Q96RJ0 whole entry, looked up): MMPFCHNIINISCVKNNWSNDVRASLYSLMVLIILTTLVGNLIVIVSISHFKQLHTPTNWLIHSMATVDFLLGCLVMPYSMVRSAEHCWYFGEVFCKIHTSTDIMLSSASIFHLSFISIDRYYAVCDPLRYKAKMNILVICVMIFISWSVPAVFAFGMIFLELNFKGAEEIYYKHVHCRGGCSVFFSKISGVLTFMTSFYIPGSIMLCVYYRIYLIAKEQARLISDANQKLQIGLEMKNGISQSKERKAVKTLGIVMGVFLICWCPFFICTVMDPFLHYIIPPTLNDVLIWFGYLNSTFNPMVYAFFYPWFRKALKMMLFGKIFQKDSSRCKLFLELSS
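System: CHO-derived RD-HGA16 cells with stable Gα16 and human TAAR1 / Times: 17-24 h plating, Fluo-8 75 min 37 °C, 30 min RT / Technique: calcium-sensitive Fluo-8 signal, excitation 470-495, emission 515-575 nm / Measure: % activation relative to PEA EC100 response / Benchmarks: DMSO and PEA EC100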
V1aR counter – counter-screen for oxytocin receptor agonists: human V1a receptor agonists; activation, % at 3 µM; CHO-V1R cells, Fluo-8 calcium fluorescence, agonist mode; 0% DMSO, 100% 3 nM vasopressin; hit rate 0.25% among 320,000; AID 2797; P37288;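 active means activation above the mean activation of all tested compounds plus 3 SD, per screening run, cut at about 20% in these data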;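 further: signal is peak over basal fluorescence ratio across a 100 second FLIPR read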
CHO parental Ca – signal in parental CHO cells, OX1R antagonist counter-screen | parental CHO-K1, ATP-induced calcium, Fluo-8 fluorescence | AID 463079 | inhibition, % at 5.6 µM | hit rate 0.63% among 330,000;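 active means inhibition above that plate's mean sample inhibition plus 3 SD, cut at about 26% in these data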;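 further: 0% = ATP-challenged DMSO wells and 100% = DMSO wells without ATP; some compounds past the cut are filed as inactive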
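Material: parental CHO cells / Compound: single nominal dose of 5.6 µM per compound / Signal: Fluo-8 fluorescence / Replicates: singlicate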
M1 ag – agonists of human M1 muscarinic receptor | P11229 | CHO-K1 hM1, Fluo-8 calcium fluorescence, agonist mode; 0% DMSO, 100% acetylcholine EC100 | activation, % at 3 µM | hit rate 0.33% among 360,000 | AID 588814;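 active means activation above the run's mean compound activation plus 3 SD, cut at about 16% in these data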;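 further: peak over basal fluorescence ratio within a 140 s kinetic read after compound addition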
M1 ag parental – counter-screen for M1 agonists: effect in parental CHO-K1 cells; hit rate 0.48% among 360,000; Fluo-8 calcium fluorescence; scaled to maximal ATP response, vehicle zero; AID 602248; activation, % at 3 µM; in the data active means activation above about 15%;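 further: untransfected CHO-K1 host cells lacking M1 receptor as counterscreen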
CHO-K1 Ca PAM – M1 PAM counterscreen hit in parental CHO-K1 cells | ATP EC20, Fluo-8 calcium fluorescence; 0% at ATP EC20, 100% at ATP max | activation, % at 3 µM | hit rate 0.02% among 360,000 | AID 602247;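 active means activation above the run cutoff, the mean activation of all test compounds plus 3 SD, cut at about 40% in these data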;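 further: peak over basal fluorescence ratio in a 140 s read after ATP addition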
TAAR1 antagonist – human TAAR1 antagonism. CHO RD-HGA16 TAAR1, Fluo-8 calcium fluorescence, antagonist. Q96RJ0. hit rate 1.5% among 360,000. AID 624466. inhibition, % at 3 µM;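 active means inhibition above a per-plate cutoff, the mean inhibition of test compounds on that plate plus 3 SD, cut at about 49% in these data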;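 further: 0% = DMSO plus EC80 beta-PEA response and 100% = DMSO alone without agonist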
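Assay system: CHO-derived RD-HGA16 cells stably expressing human TAAR1 plus Gα16. Timing: 140 s kinetic read after compound, 140 s after agonist. Technique: kinetic Fluo-8 calcium fluorescence measurement. Measure: % inhibition of agonist calcium response.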
Numbers without * were called inactive; x = not tested or not shown.

SMILES	OXTR potentiate	CHO-K1 Ca antag	TAAR1 agonist	V1aR counter	CHO parental Ca	M1 ag	M1 ag parental	CHO-K1 Ca PAM	TAAR1 antagonist
O=C(COC(=O)c1nc(Cl)ccc1Cl)NC(=O)c1ccccc1	-7	2	3	1.2	2	-2	0.9	13	13
O=c1c2ccccc2nc(/C=C/c2ccc(O)cc2)n1CCc1ccccc1	-10	-5	6	1.1	-14	-2	2.7	0	42
Cc1ccc(C2CC(=O)c3cnc(NC(=O)c4ccco4)nc3C2)cc1 (configuration not stated)	x	-8	4	x	x	-4	0.4	21	-2
CC(C)C[C@H]1CN([C@@H](Cc2ccccc2)CN2CCC[C@@H]2CN2C(=O)C(=O)NC[C@@H]2Cc2ccccc2)C(=O)C(=O)N1CC1CCCCC1	x	5	0	x	x	-12	-0.2	15	-24
Cc1csc(=O)n1CCC(=O)OCc1nnc(-c2ccccc2Cl)o1	1	-15	2	2.2	-19	-4	1.3	20	6
CC(C(=O)Nc1ccc(F)cc1Cl)N1CCN(S(=O)(=O)c2cccs2)CC1 (configuration not stated)	-6	-9	3	-0.7	-18	-3	0.0	21	-6
CCN(Cc1ccccc1)C(=O)COC(=O)c1n[nH]c2ccccc12	-6	-5	3	1.0	-22	0	8.5	20	8
CCNC(=O)COC(=O)CCNC(=O)c1ccc(Cl)cc1	-7	9	0	0.4	2	-3	0.0	-27	10
CSC1=NCCN1C(=O)Cc1ccc(Cl)cc1	0	-22	4	0.5	-4	0	0.2	13	-13
O=C(NNC(=O)c1ccccc1F)c1ccco1	-8	-7	0	0.8	6	-4	0.4	2	1
CCC(C)(C)n1nnnc1C(c1cccs1)N1CCCCC1 (configuration not stated)	0	-17	4	-1.4	-17	-5	-0.3	14	-25
COCC(C)n1c(C)cc(C(=O)Cn2nc(C(=O)O)c3ccccc3c2=O)c1C (configuration not stated)	-12	-5	4	0.5	2	-4	0.8	1	-20
CC(=O)Nc1ccc(S(=O)(=O)NCCc2ccc(F)cc2)cc1	0	-24	4	1.8	-5	0	3.5	13	5
Cc1cccc(NCc2cc(Cl)cc(Cl)c2O)n1	-4	-5	10	-0.9	-8	-8	0.7	20	12
CCCCC(=O)Nc1sc2c(c1C#N)CC(C)(C)OC2	-4	-8	0	-0.4	3	0	0.2	11	13
O=C1N[C@H](Cc2ccccc2)COC(=O)[C@H](Cc2ccc(F)cc2)CC/C=C/C[C@H]1CC(=O)N(CCO)Cc1ccccc1	-7	-14	11	1.0	-19	-5	0.2	20	15
CSc1nc2ccc(NC(=O)c3ccc(=O)[nH]c3)cc2s1	-11	-7	3	-0.4	2	-12	0.3	9	-13
CCN1CCN(C(c2cccs2)C(C)NC(=O)C(=O)N2CCCCC2)CC1 (configuration not stated)	-6	5	2	1.4	-1	-3	0.2	-24	-28
Cc1ccc(S(=O)(=O)N2CCCC2)s1	2	-7	0	-1.1	2	-4	0.6	17	-8
CC(C)Cn1c(N)c(C(=O)NCCN2CCOCC2)c2nc3ccccc3nc21	-3	-16	6	1.3	-6	-10	2.1	7	-11

SMILES	OXTR potentiate	CHO-K1 Ca antag	TAAR1 agonist	V1aR counter	CHO parental Ca	M1 ag	M1 ag parental	CHO-K1 Ca PAM	TAAR1 antagonist
COc1ccccc1C(=O)Nc1ccc2c(c1)CCCN2C(=O)c1cccs1	-6	-9	1	2.4	-18	-2	6.5	12	44
O=C(Nc1ccccc1C(=O)Nc1nnc(C(F)(F)F)s1)c1ccccc1	-21	26*	6	13	59*	8	9.4	-10	34
Fc1c(CSC(=S)N2CCOCC2)cccc1CSC(=S)N1CCOCC1	1	-3	7	1.2	-4	3	16*	12	-27
Cc1onc(-c2c(F)cccc2Cl)c1C(=O)OCC(=O)NCc1ccccc1	-3	-5	2	0.7	-24	-4	1.1	-17	-22
O=C(CSc1ccc2c(c1)OCCO2)N1CCN(c2ccccc2)CC1	-6	-13	1	2.3	-26	-1	4.0	9	-2
CCCCNC(=O)c1ccccc1NC(=O)C1=C(C)OCCS1	2	9	0	-0.5	-22	-1	0.7	2	-13
C=CCn1c(C)nc2c(cnn2-c2ccccc2)c1=O	-1	1	4	2.6	-5	-6	2.5	0	3
COc1ccc2cnn(-c3ccccc3C)c(=O)c2c1OC	5	-5	9	0.1	7	0	0.6	11	-10
CCOc1ccc(N(CC(=O)NCCSCc2ccc(Cl)cc2)S(C)(=O)=O)cc1	-15	-4	1	1.9	-10	-2	1.7	6	-20
COC(=O)[C@]12CCCCC=C1N(Cc1cccc3ccccc13)C(=O)[C@H](CC(=O)NCc1cccs1)C2	x	-4	1	x	x	x	2.0	7	38
Cc1ccc(-n2c(=S)[nH]c3c(oc4ccccc43)c2=O)cc1C	-3	-5	1	0.6	-14	-6	1.8	29	-1
COc1cccc(NC(=O)CN(C)C(=O)c2cc3c(s2)CCC3)c1	0	x	-2	-1.1	-17	x	x	x	-5
Cc1c(Cl)cccc1NC(=S)NCCC(C)C	-11	-7	5	0.5	-13	-2	3.3	9	-12
CS(=O)(=O)Oc1ccc(Br)c2cccnc12	-11	-10	-2	0.9	-5	-5	0.1	-13	-8
COc1ccc(Br)cc1CN(C)CC(=O)Nc1cccc(S(=O)(=O)N2CCCC2)c1	-5	-11	-1	1.3	-34	-5	0.7	10	-4
COc1ccc(CNCC(=O)Nc2cc(OC)cc(OC)c2)cc1	0	-11	3	5.8	-9	-1	9.6	2	4
CN(C)c1cccc(C(=O)N2CCC(n3nccc3NC(=O)C3CCOC3)CC2)c1 (configuration not stated)	-3	-8	9	-0.1	6	1	1.1	18	-27
COC(=O)c1cccc(F)c1C(=O)c1cccc2ccccc12	x	-14	6	x	x	-5	-0.7	6	8
Cc1ccc(-c2cc(C(=O)Nc3c(C)n(C)n(-c4ccccc4)c3=O)[nH]n2)c(O)c1	-5	5	8	0.5	-15	-5	-0.2	3	-7
Nc1ncnc(N)c1N=Nc1ccccc1	x	-10	2	x	x	-3	-0.4	15	-2

SMILES	OXTR potentiate	CHO-K1 Ca antag	TAAR1 agonist	V1aR counter	CHO parental Ca	M1 ag	M1 ag parental	CHO-K1 Ca PAM	TAAR1 antagonist
O=C(NNC(=O)C12CC3CC(CC(O)(C3)C1)C2)c1csc(N2CCOCC2)n1	-11	-8	0	0.6	14	-2	0.7	15	-17
Cc1cccc(C)c1NC(=O)CNC(=O)c1c(C)nn(C)c1Cl	-7	-6	1	1.1	-14	-3	2.2	8	-3
COCCn1c(SCc2cccnc2)nnc1-c1c[nH]c2ccccc12	-2	8	1	0.4	-7	-2	3.4	20	-13
O=C(CN1CCN(c2ccccn2)CC1)NC1CCCCC1	-5	-7	5	-0.3	1	-7	0.5	11	-20
CC(C)(C)OC(=O)NCc1ccc(CNC(=O)c2ncn(Cc3ccccc3)c2C(=O)NCc2ccc(CNC(=O)OC(C)(C)C)cc2)cc1	-4	-2	11	1.2	-19	-2	0.5	3	1
O=C(Nc1cccnc1)c1cccnc1	-3	-10	10	1.5	-4	-1	0.6	-5	-4
Cc1noc(C)c1S(=O)(=O)N1CCCCC1	0	-17	3	0.6	-7	-2	0.7	15	-12
CCN(Cc1ccccc1)C(=O)Cn1cc2c(n1)CCCC2	0	-3	0	-0.2	-12	2	1.2	29	-15
Cn1nc(C(=O)NCc2ccccc2)cc1C(=O)NCc1ccccc1	-4	-4	1	0.2	-19	-4	0.3	8	-7
Cc1nc2cc(NC(=O)N3CCC(c4ccccc4)C3)ccc2n1C (configuration not stated)	-5	-17	2	0.3	-9	-8	0.5	18	-7
COc1ccc(C(=O)C2CCCN(Cc3cccn3-c3ccccn3)C2)c(OC)c1 (configuration not stated)	-4	5	11	6.0	-7	-10	8.6	7	2
CC(=O)Oc1ccccc1Cn1c(C)c(C(=O)NCc2ccccc2C(F)(F)F)sc1=O	x	4	1	x	x	-3	0.3	1	12
CN(C(=O)c1ccc(=O)n(Cc2ccc(Cl)cc2)c1)c1ccccc1	-8	1	9	-1.4	-23	-14	0.1	-8	12
CCCOc1cccc(-c2nnc(NC(=O)c3ccco3)s2)c1	-8	-13	4	1.8	-13	-1	0.3	7	-21
CCCC(C(=O)Nc1ccc(C)c(S(=O)(=O)N2CCOCC2)c1)c1ccccc1 (configuration not stated)	-10	-7	0	0.2	-39	-2	3.5	11	-56
CCc1ccc(C(=O)COC(=O)c2cnc(C)cn2)cc1	-3	-12	2	0.7	0	-4	0.8	4	-16
CSc1ccc(/C=C/C(=O)c2ccc(NC(=O)Cc3ccccc3)cc2)cc1	-4	1	0	0.2	5	-4	1.0	14	17
COc1ccc(OCC(=O)Nc2sc3c(c2C(=O)NCC2CCCO2)CCC3)cc1 (configuration not stated)	-7	-18	6	-0.6	-18	-6	1.1	8	23
Cc1cc(C)cc(OCC(=O)NNC(=O)c2cc3ccccc3oc2=O)c1	x	-6	8	x	x	-3	0.8	22	-20
CCn1c(SCC(=O)Nc2cccc(C(C)=O)c2)nnc1C(C)C	-6	-7	3	-0.7	-10	-3	-0.3	9	-13

3 entries out of the list above, sorted by the value under TAAR1 agonist, descending.
SMILES | TAAR1 agonist | TAAR1 antagonist
O=C(Nc1cccnc1)c1cccnc1 | 10 | -4
CCc1ccc(C(=O)COC(=O)c2cnc(C)cn2)cc1 | 2 | -16
O=C(NNC(=O)C12CC3CC(CC(O)(C3)C1)C2)c1csc(N2CCOCC2)n1 | 0 | -17

Following part.
SMILES	OXTR potentiate	CHO-K1 Ca antag	TAAR1 agonist	V1aR counter	CHO parental Ca	M1 ag	M1 ag parental	CHO-K1 Ca PAM	TAAR1 antagonist
CC1CCCC(NC(=O)COC(=O)c2ccc([N+](=O)[O-])o2)C1C (configuration not stated)	-7	-5	5	2.4	-9	-2	-0.1	0	-4
Cc1ccc(OCCSc2ncccn2)c(C)c1	x	9	0	x	x	0	0.0	-27	-29
COc1ccc(C(=O)N/C(=C\c2cc(OC)c(OC)cc2[N+](=O)[O-])C(=O)NCC(=O)O)cc1	-10	-21	5	-0.3	10	3	0.7	11	13
O=C(Nc1ccccc1C(F)(F)F)C1CC(=O)N(c2ccccc2F)C1 (configuration not stated)	-8	-25	11	0.8	-1	2	0.0	13	19

Grouped by structure: the compounds so far with a COOH group.
SMILES	OXTR potentiate	CHO-K1 Ca antag	TAAR1 agonist	V1aR counter	CHO parental Ca	M1 ag	M1 ag parental	CHO-K1 Ca PAM	TAAR1 antagonist
COCC(C)n1c(C)cc(C(=O)Cn2nc(C(=O)O)c3ccccc3c2=O)c1C (configuration not stated)	-12	-5	4	0.5	2	-4	0.8	1	-20
COc1ccc(C(=O)N/C(=C\c2cc(OC)c(OC)cc2[N+](=O)[O-])C(=O)NCC(=O)O)cc1	-10	-21	5	-0.3	10	3	0.7	11	13

This is a random part of the collection. Share with any hit: about 3.3%.
